Assay outcomes: PubChem BioAssay, University of Kansas High Throughput Screening Laboratory
Pf apPOL inh: Pf-apPOL DNA polymerase inhibition; AID 1794808; inhibition, % at 10 µM; Recombinant Pf-apPOL, molecular beacon fluorescence, 1.5 h; hit rate 0.25% among 210,000
mHTT CaM bind: mHTT-calmodulin interaction abrogation | AlphaScreen His-mHTT/GST-CaM binding, luminescence | inhibition, % at 15 µM | hit rate 3.6% among 190,000;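 also: 0% = both proteins with DMSO and 100% = one protein alone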
Target sequence (P42858 whole entry, looked up, stated change not applied): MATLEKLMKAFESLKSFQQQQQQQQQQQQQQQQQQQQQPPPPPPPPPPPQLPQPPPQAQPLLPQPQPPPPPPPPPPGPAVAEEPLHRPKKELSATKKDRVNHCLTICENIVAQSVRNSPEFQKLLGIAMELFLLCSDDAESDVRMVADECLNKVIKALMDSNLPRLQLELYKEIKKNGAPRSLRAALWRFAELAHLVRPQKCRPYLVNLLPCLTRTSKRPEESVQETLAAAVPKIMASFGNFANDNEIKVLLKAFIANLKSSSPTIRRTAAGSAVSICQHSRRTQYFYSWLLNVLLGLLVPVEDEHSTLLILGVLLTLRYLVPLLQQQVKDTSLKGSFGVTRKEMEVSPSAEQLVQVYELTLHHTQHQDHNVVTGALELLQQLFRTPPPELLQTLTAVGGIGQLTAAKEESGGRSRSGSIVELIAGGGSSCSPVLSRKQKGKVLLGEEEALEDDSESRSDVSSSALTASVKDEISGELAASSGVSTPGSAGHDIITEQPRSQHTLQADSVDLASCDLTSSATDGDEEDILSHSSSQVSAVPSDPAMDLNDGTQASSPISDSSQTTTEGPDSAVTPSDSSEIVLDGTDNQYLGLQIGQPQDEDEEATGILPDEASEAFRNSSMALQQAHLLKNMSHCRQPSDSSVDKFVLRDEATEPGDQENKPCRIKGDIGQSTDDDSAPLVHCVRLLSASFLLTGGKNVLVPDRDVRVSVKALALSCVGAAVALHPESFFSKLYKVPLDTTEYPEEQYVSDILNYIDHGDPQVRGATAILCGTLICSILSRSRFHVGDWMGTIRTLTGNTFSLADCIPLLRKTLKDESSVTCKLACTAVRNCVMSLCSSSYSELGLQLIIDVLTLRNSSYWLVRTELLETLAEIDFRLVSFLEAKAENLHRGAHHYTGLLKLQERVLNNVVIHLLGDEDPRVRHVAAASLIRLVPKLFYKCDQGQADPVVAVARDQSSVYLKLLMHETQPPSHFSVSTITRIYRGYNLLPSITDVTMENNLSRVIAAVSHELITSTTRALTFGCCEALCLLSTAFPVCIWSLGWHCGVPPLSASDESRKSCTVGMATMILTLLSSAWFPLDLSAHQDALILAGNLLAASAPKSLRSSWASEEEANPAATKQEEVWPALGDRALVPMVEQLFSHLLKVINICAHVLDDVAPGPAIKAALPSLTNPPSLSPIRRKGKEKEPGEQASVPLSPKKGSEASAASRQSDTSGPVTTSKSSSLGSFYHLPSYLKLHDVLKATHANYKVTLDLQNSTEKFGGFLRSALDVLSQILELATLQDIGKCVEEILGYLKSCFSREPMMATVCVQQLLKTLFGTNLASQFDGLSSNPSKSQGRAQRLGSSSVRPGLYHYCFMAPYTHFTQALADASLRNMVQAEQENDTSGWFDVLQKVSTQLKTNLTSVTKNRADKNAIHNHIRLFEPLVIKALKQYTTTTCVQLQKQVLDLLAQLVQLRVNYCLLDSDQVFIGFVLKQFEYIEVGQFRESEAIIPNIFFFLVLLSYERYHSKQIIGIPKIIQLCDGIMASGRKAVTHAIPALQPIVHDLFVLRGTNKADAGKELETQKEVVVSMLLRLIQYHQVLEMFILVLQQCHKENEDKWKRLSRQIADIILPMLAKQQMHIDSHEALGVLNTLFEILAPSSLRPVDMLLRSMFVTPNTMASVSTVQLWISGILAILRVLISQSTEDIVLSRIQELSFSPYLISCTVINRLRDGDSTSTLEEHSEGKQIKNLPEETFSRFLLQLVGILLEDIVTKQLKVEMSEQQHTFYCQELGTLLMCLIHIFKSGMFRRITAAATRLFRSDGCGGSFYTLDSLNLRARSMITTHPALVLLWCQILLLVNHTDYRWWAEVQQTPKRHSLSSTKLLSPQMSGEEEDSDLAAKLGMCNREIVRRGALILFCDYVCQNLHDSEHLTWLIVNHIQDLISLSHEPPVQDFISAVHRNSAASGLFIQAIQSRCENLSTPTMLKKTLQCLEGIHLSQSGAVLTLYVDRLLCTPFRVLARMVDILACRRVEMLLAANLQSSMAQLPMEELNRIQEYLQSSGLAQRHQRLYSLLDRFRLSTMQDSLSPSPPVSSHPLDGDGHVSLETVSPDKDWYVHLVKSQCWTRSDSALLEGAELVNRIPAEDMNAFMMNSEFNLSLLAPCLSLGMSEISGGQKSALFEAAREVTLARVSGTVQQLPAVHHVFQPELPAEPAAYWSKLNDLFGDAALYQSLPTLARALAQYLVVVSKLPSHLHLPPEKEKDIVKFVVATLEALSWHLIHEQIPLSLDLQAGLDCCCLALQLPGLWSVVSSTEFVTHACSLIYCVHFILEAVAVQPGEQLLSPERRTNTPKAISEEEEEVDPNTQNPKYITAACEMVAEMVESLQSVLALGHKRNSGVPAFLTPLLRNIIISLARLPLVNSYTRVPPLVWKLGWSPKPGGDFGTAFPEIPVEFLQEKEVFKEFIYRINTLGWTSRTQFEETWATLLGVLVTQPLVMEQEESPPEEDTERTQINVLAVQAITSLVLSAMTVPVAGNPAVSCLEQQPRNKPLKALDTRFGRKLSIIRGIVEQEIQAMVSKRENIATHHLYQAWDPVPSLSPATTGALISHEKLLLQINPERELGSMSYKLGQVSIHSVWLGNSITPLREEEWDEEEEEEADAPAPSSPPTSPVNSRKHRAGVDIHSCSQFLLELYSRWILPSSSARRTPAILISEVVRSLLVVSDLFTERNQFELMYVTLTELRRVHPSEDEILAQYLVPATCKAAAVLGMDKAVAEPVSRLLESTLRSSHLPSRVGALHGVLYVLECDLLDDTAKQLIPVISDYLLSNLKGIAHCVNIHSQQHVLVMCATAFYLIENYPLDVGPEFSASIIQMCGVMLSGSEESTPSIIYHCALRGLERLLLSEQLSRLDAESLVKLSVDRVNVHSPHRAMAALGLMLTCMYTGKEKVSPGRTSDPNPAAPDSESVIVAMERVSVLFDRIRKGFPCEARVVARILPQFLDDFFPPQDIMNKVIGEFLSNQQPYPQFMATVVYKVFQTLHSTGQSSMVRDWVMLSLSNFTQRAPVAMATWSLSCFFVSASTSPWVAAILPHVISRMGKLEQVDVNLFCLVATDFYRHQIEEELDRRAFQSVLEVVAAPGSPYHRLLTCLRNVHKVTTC
Numbers without * were called inactive; i = inactive; x = not tested or not shown; & = joins results of further samples. Rule as the data show it: active = inhibition above about 50%; inactive = the rest. A portion of the library; count on the stated rates, not on these rows.

compound | Pf apPOL inh | mHTT CaM bind
CCN(CC)c1ccc(C2N(C)c3ccccc3N2C)cc1 | 0.5 | -1.0
CCC1CCCCN1C(=O)c1nn(-c2ccccc2OC)c(=O)c2ccccc12 (centres undefined) | -4.0 | 10.0
Cc1ccc(/C=C/C23NC(=O)CCN2c2ccccc2C3(C)C)cc1 (centres undefined) | -3.9 | 55.0*
COCc1cc(=O)[nH]c(N=C(N)Nc2cccc(Cl)c2)n1 | 2.3 | -1.3
CCC(=O)NCCc1nc2ccccc2n1Cc1ccccc1F | -4.4 | 0.0
NS(=O)(=O)c1ccc(Cl)cc1 | x | -5.7
CSCCC(C)(O)CNC(=O)COc1ccc(C(C)(C)C)cc1 (centres undefined) | -12.9 | 14.9
O=C(COc1ccc(Cl)cc1)Nc1ncc([N+](=O)[O-])s1 | 6.9&-0.9 | 25.0&8.2

Sorted by count of non-hydrogen atoms (rising): 4 of the compounds above.
compound | Pf apPOL inh | mHTT CaM bind
O=C(COc1ccc(Cl)cc1)Nc1ncc([N+](=O)[O-])s1 | 6.9&-0.9 | 25.0&8.2
COCc1cc(=O)[nH]c(N=C(N)Nc2cccc(Cl)c2)n1 | 2.3 | -1.3
CCN(CC)c1ccc(C2N(C)c3ccccc3N2C)cc1 | 0.5 | -1.0
Cc1ccc(/C=C/C23NC(=O)CCN2c2ccccc2C3(C)C)cc1 (centres undefined) | -3.9 | 55.0*

Continued:
compound | Pf apPOL inh | mHTT CaM bind
O=C(CCS(=O)(=O)c1ccc(Br)s1)NCc1ccccc1 | -3.4 | -1.0
Cc1cc(C)nc(SC/C(N)=N/O)n1 | x | i
COc1cccc(C2CC(C(F)(F)F)n3ncc(C(=O)NCc4ccco4)c3N2)c1 (centres undefined) | -2.9 | 23.7
COc1nn(C)cc1C(=O)Nc1nc(-c2ccc3c(c2)CCCC3)cs1 | -6.6 | -16.0
OCC(CO)(CO)NCC(O)Cn1c2ccc(Cl)cc2c2cc(Cl)ccc21 (centres undefined) | 1.2 | 67.9*
CC(C)[C@H]1COCCS(=O)(=O)N1Cc1ccccc1-c1ccccc1 | -3.0 | -3.3
O=C(C1CC(c2ccccc2F)=NO1)N1CCc2ccccc2C1 (centres undefined) | 0.7 | -13.0
O=S(=O)(Nc1cccc(Cl)c1Cl)c1cc(Cl)ccc1Cl | -0.8 | -3.2
Cc1nc(C2CN(C)CC23CCN(C(=O)c2ccc4c(c2)OCO4)CC3)n[nH]1 (centres undefined) | -5.7 | 0.2
O=C1NC(=O)C2C1ON(c1ccccc1)C2c1ccc(F)cc1 (centres undefined) | -14.4 | 2.5
COCCNC(=O)c1ccc(C(C)C)cc1 | 67.4* | 0.1
CC(C)CCNC(=O)c1cc2c(=O)n(C)ccc2n1C | -2.1 | -7.7
O=C(Cn1nc(-n2cccn2)ccc1=O)Nc1ccc(-n2cnnn2)cc1 | -4.4 | -3.3
CCOC(=O)c1c(-c2ccccc2)oc2cc(Br)c(OCC(=O)OC)cc12 | 4.0 | -4.3
Cc1ccc(C2CN(S(=O)(=O)c3cccc(C#N)c3)CCN2C)cc1 (centres undefined) | -0.7 | -2.1
CCOc1ccccc1NC(=O)c1c(NC(=O)CCC(=O)O)sc2c1CCCCC2 | -3.8 | 17.7
C=CCCC1CN(CCCC)S(=O)(=O)c2c(F)cccc2O1 (centres undefined) | -7.0 | -58.8
CCCCNC(=O)ON=C(N)Cc1cccs1 | 3.1 | x
Cn1c(=O)[nH]c2ncn(C)c2c1=O | 8.5 | x
CC(NC(=O)COc1ccccc1O)C1CC2CCC1C2 (centres undefined) | -11.0 | -7.4
COc1ccc(OC)c(C2SCCN2S(=O)(=O)c2cccc(C)c2)c1 (centres undefined) | -2.3 | 0.0
Cc1ccnc(N2C(=O)CSC2c2ccccc2C(F)(F)F)c1 (centres undefined) | -3.3 | -12.0
COc1ccc(C)cc1NC(=O)C1CCN(c2c(C#N)cnc3ccc(C)cc23)CC1 | -1.3 | -1.9
CN1c2ccccc2N(C)C1c1ccc2c(c1)OCO2 | -0.8 | 0.0
CCc1ccc(N(CC(=O)NCC2CCCO2)S(=O)(=O)c2ccccc2)cc1 (centres undefined) | -1.7 | -2.2
CCn1c(/C(C#N)=C/c2ccc(F)cc2)nc2ccccc21 | 40.9 | -8.0
CCOc1ccc(N2C(=O)CC(Sc3ccccn3)C2=O)cc1 (centres undefined) | -0.8 | -1.0
CCN1CCn2cc(S(=O)(=O)N3CCN(c4ccccc4F)CC3)cc2C1=O | -6.8 | 7.7
CCOc1nccnc1NC1CCN(C(=O)CC(C)C)CC1 | -6.7 | -0.1
Cc1cccc(C)c1NC(=O)CSCc1c(Cl)cccc1Cl | -0.2 | -6.5
COc1cccc(-c2nc(S(=O)(=O)c3ccc(C)cc3)c(N3CCCCC3)o2)c1 | -0.5 | 19.0
COc1cc(C(=O)Nc2cc([N+](=O)[O-])cc3oc(-c4ccccc4)cc23)cc(OC)c1OC | 1.3 | 8.0
Cc1cc(Cl)ccc1OC(C)C(=O)NCc1ccc2c(c1)OCO2 (centres undefined) | -0.4 | -5.8
Cc1cc(OC(=O)c2ccco2)cc2c1C(=O)C(=Cc1cccnc1)O2 | -4.7&-4.1 | -5.2&34.5
CCNC(=O)c1nc2cccnc2n(C)c1=O | -2.4 | 2.9
O=C(CC(=O)Nc1ccccc1)Nc1ccccc1 | -2.0 | -3.9
CCCc1c(C)nc2ccc(C)cc2c1SCCC(=O)O | 1.3 | 0.0
Cc1onc(-c2c(F)cccc2Cl)c1C(=O)NCc1ccccn1 | 3.6 | -3.8
CCOC(=O)C1CCN(C(=O)C2CCc3sc(C(=O)N4CCOCC4)cc3C2)CC1 (centres undefined) | -2.6 | 8.4
Cc1cc(CN2C(=O)c3ccccc3C2=O)on1 | -14.9 | -3.4
CC(C)CNC(=O)N1CCCC1c1nc(-c2ccc(F)cc2F)no1 (centres undefined) | 1.2 | 2.2
Cc1ccc(C(O)C(C)C)cc1 (centres undefined) | -32.0 | 0.3
COc1cc2c(cc1OC)C(COc1ccccc1OC)N(C(C)=O)CC2 (centres undefined) | -0.3 | -6.7
O=C(Cc1ccccc1Cl)NNC(=S)Nc1ccc(OC(F)(F)F)cc1 | -224.9 | x
O=C1CSC(c2ccccc2[N+](=O)[O-])N1c1ccccn1 (centres undefined) | -4.5 | 6.0
Cc1oc(C2CCN(C(=O)Nc3ccc4c(c3)CCC4)CC2)nc1C(=O)N1CCCC1 | -5.4 | 10.2
c1ccc2c(c1)ncn1nnnc21 | -3.8 | 22.1
CS(=O)(=O)N1CCC(C(=O)Nc2ccc3c(c2)N(C(=O)c2ccco2)CC3)CC1 | -20.7 | -1.1

An excerpt of these results, with values under each structure.
Values in the order: Pf apPOL inh	mHTT CaM bind
- c1ccc2c(c1)ncn1nnnc21
  -3.8	22.1
- CS(=O)(=O)N1CCC(C(=O)Nc2ccc3c(c2)N(C(=O)c2ccco2)CC3)CC1
  -20.7	-1.1

(next part)
compound | Pf apPOL inh | mHTT CaM bind
COc1ccc(CCN2C(=O)CC(NC34CC5CC(CC(C5)C3)C4)C2=O)cc1OC (centres undefined) | -2.1 | 1.3
CSc1nnc(-c2nn(C)c3c2CN(C(=O)c2ccc(C#N)cc2)CC3)n1C | -4.4 | -2.5
Cc1ccc(OCC(=O)N2CCCCC2)c(C)c1 | 0.7 | 3.1
CCCNC(=O)N1CCC2(C1)NCc1ccccc1NC2=NC(C)(C)C (centres undefined) | -2.7 | 15.4
Cc1cc(Cl)ccc1NC(=S)N(c1cccc(Cl)c1)c1nc2ccccc2s1 | -5.6 | x
Cc1onc(-c2ccccc2Cl)c1C(=O)c1ccc(F)cc1 | -7.3 | x
O=C(NCCC1=CCCCC1)c1ccc(N2CCC3(CC2)OCCO3)c([N+](=O)[O-])c1 | 4.0 | 40.0
N#CC1=C(N)OC(c2ccccc2)=C(n2cncn2)C1c1ccc(Br)cc1 (centres undefined) | 8.9 | 57.0*
CCCS(=O)(=O)N1CCN(Cc2ccc(SC)cc2)CC1 | -10.7 | 1.4
O=C1CC(c2ccccc2)N(c2ccc(OC(F)(F)F)cc2)C(=S)N1 (centres undefined) | 2.8 | x
Cc1ccc(N=C2NC(=O)CC(C(=O)Nc3ccccc3C(F)(F)F)S2)cc1 (centres undefined) | -3.6 | 5.0
Cc1sc2ncn(-n3c(C)ccc3C)c(=O)c2c1-c1ccccc1 | 1.2 | 9.6
Cc1onc(-c2ccccc2Cl)c1C(=O)NCCn1ccc2ccccc21 | -0.8 | 5.5
C=C(C)CN(CC)C(=O)c1ccc(-c2ccc3c(c2)OCCO3)s1 | 1.6 | -52.6
COc1ccc(C(=O)Nc2nnc(C(C)(C)C)s2)cc1[N+](=O)[O-] | 4.7 | 4.7
CCNC(=O)c1sc2cc(C)ccc2c1Cl | -7.7&1.8 | -5.3&-4.0
O=C(Nc1nc(-c2ccc(Br)s2)cs1)c1ccc([N+](=O)[O-])s1 | 4.8 | 40.7
COc1ccc(-c2nc3cc(C(C)(C)C)ccc3o2)c(OC)c1OC | -0.7 | -39.1
O=C(c1cccc(S(=O)(=O)N2CCCCC2)c1)N1CCCCC1 | -3.4 | 0.9
COC(=O)c1cncc(Br)c1 | 5.2 | x
O=C(NCC1CC1)Nc1ccccc1 | -7.6 | x
CC(=O)NCC(=O)N1CCC(c2cc(-c3ccc(F)cc3)n[nH]2)CC1 | -1.6 | -7.2
CC(C)c1cc(=O)n2c(n1)SCC2CC(=O)N1CCc2ccccc21 (centres undefined) | 1.2 | -8.5
FC(F)C(F)(F)Oc1ccc(CSc2nc3cc(Cl)cc(Cl)c3o2)cc1 | x | -22.8
O=S1(=O)CCO[C@H]2Cc3ccccc3[C@H]2N1Cc1ccccc1 | -4.4 | -3.7
COC(=O)C(N)c1cccc2ccccc12 (centres undefined) | -0.9 | 0.6
O=C(NCCCSC1CCCCC1)c1csc2c1CCCC2 | -0.9 | -27.4
COc1ccccc1CNC(=O)c1cccc(Cl)c1 | -3.0 | -9.3
CC(=O)NC12CC3CC(CC(O)(C3)C1)C2 | -2.8 | 1.0
Cc1ccc(NS(=O)(=O)c2ccc3[nH]c(=O)c(=O)[nH]c3c2)cc1Cl | -9.9 | 10.0
COC(=O)c1sccc1S(=O)(=O)NC1CCS(=O)(=O)C1 (centres undefined) | -8.3 | x
COc1ccc(-c2coc3c4c(ccc3c2=O)OCN(C(C)c2ccccc2)C4)cc1OC (centres undefined) | -5.6 | 20.6
O=C(/C=C/c1ccccc1)Nc1c2c(nn1-c1ccc(Cl)cc1)CSC2 | -8.8 | 56.0*
Cc1oc(C2CCN(S(=O)(=O)c3ccc(Cl)s3)CC2)nc1C(=O)N1CCCC1 | -4.4 | 1.9
Oc1ccc(C2(c3ccccc3)CCCCC2)cc1 | 3.4 | 43.4
Cc1cccc(C(C2=C(O)CC(C)(C)CC2=O)C2C(=O)CC(C)(C)CC2=O)c1 (centres undefined) | 1.1&-0.8 | -5.6&11.0
Cc1ccccc1NC(=O)c1cc2cn(C(C)C)cc2s1 | 1.5 | 30.5
COc1cc(C2SC(NC(C)=O)=NN2C(C)=O)ccc1OCc1ccccc1 (centres undefined) | -2.5 | 17.0
COc1cc([N+](=O)[O-])ccc1-c1ccc(/C=C2/C(=O)N(c3ccc(C(=O)O)cc3)N=C2C)o1 | 10.0 | 17.0
O=C(NCc1ccc2c(c1)OCO2)C1CC(=O)N(c2ccc3c(c2)CCN3C(=O)C2CC2)C1 (centres undefined) | -0.8 | 9.9
CCCCN1CC(COc2ccccc2)Oc2cccc(F)c2S1(=O)=O (centres undefined) | -5.7 | -26.6
CN(C)Cc1nnnn1-c1ccc(-n2nnnc2CN(C)C)cc1 | 1.0 | 1.0
Cc1cc(C)c(CSc2nccn2C)c(C)c1 | 1.5 | x
CC(=O)n1ccc2ccc(C(=O)CSc3nnc(-c4cccnc4)n3C)cc21 | -2.3 | -2.0
O=C(CSc1nccn1Cc1ccc2c(c1)OCO2)Nc1nccs1 | -3.0 | -7.7
Cc1cc([N+](=O)[O-])ccc1NC(=O)C1CC(=O)NC(=N)S1 (centres undefined) | -2.2 | 1.0
COc1ccc(CNc2nc(-c3ccc(C)cc3)nnc2C)cc1 | 1.5 | 5.4
COc1cc([N+](=O)[O-])cc(C=Nc2cccc(-c3nc4c(C)cccc4o3)c2)c1O | 1.0 | 3.0
COc1cccc2cc(-c3nc(-c4ccccc4)c(C)s3)c(=O)oc12 | -1.9 | -8.0
Cc1nc(SCc2cccc(Oc3ccccc3)c2)n[nH]1 | -7.7 | -10.0
CCOc1ccc(N2C(=O)CC(Nc3ccc(F)cc3)C2=O)cc1 (centres undefined) | -6.8 | 1.6
O=S(=O)(NCc1ccc(C(F)(F)F)cc1)c1cc(Br)c(Br)s1 | 3.4&5.1 | x
Cc1c(Br)c([N+](=O)[O-])nn1CC(=O)Nc1c(F)cc(F)cc1Br | -2.9 | 2.0
COc1ccc(CNS(=O)(=O)N(C)C)cc1 | -2.7 | -4.4
COc1ccc(OC)c(-c2c(C)c3ccc(OC)cc3oc2=O)c1 | -21.2 | -0.2
COc1ccc(C2=Nn3c(nnc3-c3ccccc3F)SC2)cc1 | x | 6.0

Later entries
compound | Pf apPOL inh | mHTT CaM bind
Cc1ccccc1Cc1c(C)nc2c(C(=O)NC3CC3)cnn2c1C | -14.9 | 26.0
Cc1ccc(C)c(S(=O)(=O)N2CCC(n3cnc4ccc(F)cc4c3=O)CC2)c1 | -1.2 | -4.8
COc1ccc(C2CC(C(F)(F)F)n3nc(C(=O)NC(C)c4ccccc4)c(Cl)c3N2)cc1 (centres undefined) | -8.1 | 19.0
O=[N+]([O-])c1ccc(CNCC2OCCc3ccccc32)cc1 (centres undefined) | -6.2 | 34.7
Cc1cccc(S(=O)(=O)N2CCC(c3nc4ccncc4n3C)C2)c1 (centres undefined) | 1.3 | 14.1
Cc1ccc2c(c1)c(=O)c1ccccc1n2CC(=O)Nc1ccc(C(F)(F)F)cn1 | 8.0 | -14.0
CN(C)C(=O)N1CCC(C(=O)N2CCC3(CC2)OCCO3)CC1 | -13.5 | -5.0
